# KCNK3 inh: human KCNK3 channel inhibitors, primary screen, CHO cells, FluxOR thallium flux, B-score; Potassium channel subfamily K member 3 (Homo sapiens), O14649; FluxOR fluorescence; hits give low values; B-score at 10 µM; 340,000 tested, 0.84% active; AID 602410, 2012;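 active = B-score under library mean minus 4 SD, starting fluorescence ratio at most library mean plus 5 SD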;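 also: more negative B-score means stronger inhibition of thallium flux through KCNK3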
# Target sequence (O14649 whole entry, looked up): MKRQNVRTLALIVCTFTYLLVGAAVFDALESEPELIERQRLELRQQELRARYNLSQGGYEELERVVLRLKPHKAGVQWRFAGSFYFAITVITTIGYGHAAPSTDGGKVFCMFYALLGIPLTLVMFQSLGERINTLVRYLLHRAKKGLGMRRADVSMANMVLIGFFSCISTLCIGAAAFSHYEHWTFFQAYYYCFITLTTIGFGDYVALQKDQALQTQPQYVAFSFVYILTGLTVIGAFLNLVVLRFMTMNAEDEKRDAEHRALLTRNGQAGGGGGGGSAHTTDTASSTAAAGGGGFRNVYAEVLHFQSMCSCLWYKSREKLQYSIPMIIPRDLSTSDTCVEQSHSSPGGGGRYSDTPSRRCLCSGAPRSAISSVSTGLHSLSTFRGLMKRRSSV
# hERG rescue: hERG rescue from dofetilide block, primary screen, cell-based, CHO-hERG, FluxOR thallium flux, dofetilide IC70; Voltage-gated inwardly rectifying potassium channel KCNH2 (Homo sapiens), Q12809; dofetilide IC70 present; activation (rescue from dofetilide block), less the hit threshold, % at 10 µM; 310,000 tested, 0.51% active; AID 1511, 2009;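 active = activation above the mean of controls blocked by dofetilide plus 5 SD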;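 also: thallium influx through hERG after potassium depolarization seen as dye fluorescence rise; in these data hits start at about 4.7%; inactives centre near -7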
# KCNK9 inh: KCNK9 potassium channel inhibitors, primary screen, HEK293 cells, thallium flux | FluxOR thallium flux fluorescence; hits give low values | 310,000 tested, 1.2% active | B-score at 10 µM;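 active = ratio B-score over 3 SD below the library mean, with starting fluorescence within 5 SD of its mean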;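 also: negative B-score means less thallium flux so channel inhibition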
# Target sequence (Q9NPC2 whole entry, looked up): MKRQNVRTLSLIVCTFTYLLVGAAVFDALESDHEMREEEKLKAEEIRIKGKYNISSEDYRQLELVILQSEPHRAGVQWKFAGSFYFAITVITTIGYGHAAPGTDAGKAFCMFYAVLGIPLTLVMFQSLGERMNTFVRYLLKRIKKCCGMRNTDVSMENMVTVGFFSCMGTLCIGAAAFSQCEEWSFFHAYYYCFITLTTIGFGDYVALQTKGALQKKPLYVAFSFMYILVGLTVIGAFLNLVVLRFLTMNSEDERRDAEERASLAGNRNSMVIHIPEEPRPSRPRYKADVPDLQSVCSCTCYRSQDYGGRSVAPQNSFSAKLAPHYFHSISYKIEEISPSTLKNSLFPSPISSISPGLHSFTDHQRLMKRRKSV
# KCNQ1 block: inhibitors of human KCNQ1 channel, primary screen, cell-based, thallium flux, high-throughput. Potassium voltage-gated channel subfamily KQT member 1 (Homo sapiens), P51787. CHO-K1 KCNQ1, FluxOR thallium flux fluorescence; hits give high values. B-score at 10 µM. 310,000 tested, 1.3% active. AID 2642, 2010;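 active = compounds whose thallium flux B-score, printed positive for inhibition, exceeds three library SD while starting fluorescence stays within three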;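 also: channel opened by potassium depolarization with thallium stimulus after 20 min compound exposure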
# PolyA inh: polyadenylation inhibitors in yeast reporter cells, primary screen, luminescence, S. cerevisiae; S. cerevisiae SKY197-pL101 polyadenylation reporter, beta-gal luminescence; efflux-impaired pdr1/pdr3 knockout yeast; score 100 = 6 SD above DMSO; calls only at 12 µM; 300,000 tested, 0.02% active;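 active = lowest replicate activity score at least 50, where 100 means six control SD above control mean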;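 also: yeast exposed to compound for 9 h at 30 °C; higher score means more reporter readthrough which indicates perturbed polyadenylation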
# HDAC3 inhib: HDAC3 deacetylase inhibitors, primary screen, biochemical, fluorescence, cell-free homogeneous. Histone deacetylase 3 (Homo sapiens), O15379. recombinant HDAC3, fluorogenic peptide/trypsin coupled. inhibition, % at 8.3 µM. 320,000 tested, 0.15% active; in the data active = inhibition above about 26%, passing the limit was not always enough
# GSK3 alpha inh: blockers of GSK3A enzyme activity – biochemical, luminescence, cell-free homogeneous, HTS, primary screen; inhibition, % at 10 µM; 320,000 tested, 0.1% active; GSK-3 alpha kinase, ADP-Glo luminescence, 60 min; Glycogen synthase kinase-3 alpha (Homo sapiens), P49840; AID 2650, 2010;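 in the data active = inhibition above about 50%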;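 also: GST-tagged GSK-3 alpha with peptide substrate and 25 µM ATP; 0% = DMSO neutral wells and 100% = GW8510 positive control wells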
# KCNQ1 act: potentiators or activators of KCNQ1 channel, primary screen, cell-based, thallium flux, high-throughput; CHO-K1 KCNQ1, thallium flux FluxOR fluorescence; hits give high values; Potassium voltage-gated channel subfamily KQT member 1 (Homo sapiens), P51787; 310,000 tested, 0.35% active; B-score at 10 µM; AID 2648, 2010;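 active = fluorescence ratio B-score, a plate-corrected score, at least three library SD, with initial intensity B-score within 5 SD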
#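 Doses: Single concentration per compound, DMSO matched to controls | Test system: KCNQ1-transfected CHO-K1 cells | Timing: 90 min dye loading and 20 min compound exposure, both at room temperature | Measured by: Kinetic FluxOR thallium fluorescence, 10-s 1-Hz baseline, 110-s post-stimulus read | Medium: Assay buffer with matched DMSO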
# GSK3B inh: human GSK3beta kinase inhibitors, primary screen, biochemical, cell-free homogeneous, HTS | Glycogen synthase kinase-3 beta (Homo sapiens), P49841 | GST-GSK3beta kinase, ADP-Glo luminescence, 60 min; hits give low values | activity score (negative = inhibition), % at 10 µM | 300,000 tested, 0.038% active | AID 2097, 2009;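 active = more than half of replicate wells score below -50%, meaning over 50% inhibition versus plate controls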;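 also: 0% = median DMSO wells and -100% = median GW8510 positive control wells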
#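 Assay system: GST-fused GSK3beta enzyme, cell-free / Medium: Tris pH 7.5 buffer with MgCl2, DTT, BSA, heparin / Also added: peptide substrate plus 25 µM ATP (final) / Compound: 10 µM single point / Timing: kinase reaction with compound 60 min at room temperature / Detection: ADP-Glo luminescence / Benchmarks: DMSO neutral wells and GW8510 at 20 µM as positive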
# DYRK1A inh: rat Dyrk1A kinase inhibitors, primary screen, biochemical, single point, plate reader; Dual specificity tyrosine-phosphorylation-regulated kinase 1A (Rattus norvegicus), Q63470; ADP-Glo luminescence, NFATc1 peptide; inhibition, % at 12.5 µM; 310,000 tested, 0.43% active; AID 504441, 2011; in the data active = inhibition above about 50%;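 also: plate controls were vehicle with enzyme for no effect and no enzyme for full effect; many of its hits are not listed in these tables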
# RGS4 pot: RGS4 potentiators or activators, primary screen, cell-based, HEK293 M3R inducible RGS4, calcium flux; carbachol calcium flux Fluo4; hits give low values; B-score at 10 µM; 310,000 tested, 0.92% active; AID 463111, 2010;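 active = B-score of the integrated calcium signal more than 4 SD below the library mean, with starting fluorescence not abnormally high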;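 also: negative B-score means reduced calcium response which marks RGS4 activation or potentiation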
#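 Assay system: HEK293 FlpIn-TREx cells, stable M3R, doxycycline-inducible RGS4 / Probe or stimulus: carbachol, ECmax concentration / Times: overnight RGS4 induction, 30 min dye load 37 °C, 20 min compound RT / Signal: kinetic calcium fluorescence imaging with Fluo4-AM dye, 2 µM / Measure: Agonist-evoked peak-minus-minimum fluorescence over baseline, integrated ratio, B score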
# * = called active by the depositor; i = inactive; · = no result given. Some of the compounds tested. The share of hits here may be higher or lower than overall.
# Sequence of screens: KCNK3 inh	hERG rescue	KCNK9 inh	KCNQ1 block	PolyA inh	HDAC3 inhib	GSK3 alpha inh	KCNQ1 act	GSK3B inh	DYRK1A inh	RGS4 pot
COCCCNc1ncnc2c1cnn2-c1ccc(C)cc1C
    i	-2	i	i	i	-4	1	i	1	22	i
CCc1ccc(C2=NN(CCC(=O)NC(C)CCc3ccccc3)C(=O)CC2)cc1 (stereo unspecified)
    i	-13	i	i	i	1	1	i	0	5	i
COc1cc(C)ccc1OCCOc1ccccc1Cl
    i	-5	i	i	i	1	-1	i	2	-5	i
COc1ccc2c(c1)cc(C(=O)N[C@@H](CCSC)C(=O)N1CCC[C@H]1C(=O)O)n2C
    i	-6	i	i	i	-42	0	i	2	25	i
COc1ccc(CCN(C(=O)c2cccc(F)c2)C2CC(=O)N(c3ccccc3)C2=O)cc1 (stereo unspecified)
    i	-6	i	i	i	3	0	i	-3	2	i
COC(=O)CC1C(=O)NCCN1C(=S)NC(=O)CCc1ccccc1 (stereo unspecified)
    i	-10	i	i	i	-1	-3	i	1	12	i
Cc1ccc(C2c3c(oc4ccccc4c3=O)C(=O)N2c2nncs2)cc1 (stereo unspecified)
    i	-6	i	i	i	-9	0	i	0	8	i
COc1ccccc1N1CCN(Cc2ccc(O)c3ncccc23)CC1
    i	-8	i	i	i	0	-5	i	-3	1	i
O=C(Nc1cc(=O)[nH]c2ncnn12)c1ccccc1
    i	-8	i	i	i	0	18	i	-1	-5	i
Cc1nn(-c2ccccc2)c(C)c1Cc1ccc(O)cc1
    i	-6	i	i	i	9	-1	i	1	6	i
CC(C)CN(C(=O)COC(=O)c1ccc(Cl)c(N)c1)c1c(N)n(Cc2ccccc2)c(=O)[nH]c1=O
    i	-13	i	i	i	-1	2	i	3	-4	i
Cc1ccnc(NCc2cc(C)ccc2O)c1
    i	-10	i	i	i	2	-2	i	2	·	i
O=C1Cc2ccccc2C(c2ccc(Cl)cc2Cl)N1 (stereo unspecified)
    i	-13	i	i	i	·	1	i	1	4	i
FC(F)(F)c1cccc(NC(=S)NCCc2ccccn2)c1
    i	-7	i	i	i	7	-2	i	-2	0	i
C=CCc1cccc2cc(C(=O)NNC(=O)CC#N)c(=O)oc12
    i	-4	i	i	·	·	10	i	0	16	i
CCOC(=O)C1=C(C)NC(=O)NC1c1c(OC)ccc2ccccc12 (stereo unspecified)
    i	-6	i	i	i	2	-4	i	-2	11	i
Nc1c(S(=O)(=O)c2cccs2)c2nc3ccccc3nc2n1Cc1cccs1
    i	-6	i	i	i	3	0	i	4	-4	i
Cc1ccc(/C=N/NS(=O)(=O)c2ccccc2)o1
    i	-11	i	i	i	·	·	i	2	0	i
Cc1cccc(N2CCN(C(=O)CCC(=O)N3CC(C)Oc4ccc(C)cc43)CC2C)c1 (stereo unspecified)
    i	-13	i	i	i	9	-2	i	-1	6	i
CCOC(=O)c1cc(C(=O)OCC)c(=O)[nH]c1C
    i	-10	i	i	i	2	-2	i	0	0	i
N#Cc1ccc(Cn2ccnc2C(=O)Nc2ccccc2)cc1
    i	-1	i	i	i	3	13	i	-3	0	i
COCCn1c(=S)[nH]c2sc3c(c2c1=O)CCC(C)C3 (stereo unspecified)
    i	27*	i	i	i	-1	-2	60*	0	12	i
O=C(O)C1C2CCC(O2)C1C(=O)Nc1ccc(Br)cc1F (stereo unspecified)
    i	1	i	i	i	4	-3	i	-3	·	i
COC(=O)c1c(C)n(-c2ccccc2)c2ccc(O)cc12
    i	-14	i	i	i	-1	-2	i	1	0	i
CC(NCc1ccc(S(N)(=O)=O)cc1)C(=O)Nc1cccc(Cl)c1 (stereo unspecified)
    i	-7	i	i	i	0	-3	i	1	-2	i
Cc1ccc(C(=O)Nc2ccc(C(=O)N/N=C/c3ccccn3)cc2)cc1
    i	-8	i	i	i	-8	2	i	9	-2	i
C/C(=N\NC(=O)Cc1cccn1C)c1ccc([N+](=O)[O-])cc1
    i	-7	i	i	i	-2	-1	i	3	·	i
S=C(NC12CC3CC(CC(C3)C1)C2)N1CCCC1
    i	-7	i	i	i	-9	4	i	4	0	i
COc1ccc(CC(=O)NCC2CCCN(Cc3cc(OC)cc(OC)c3)C2)cc1 (stereo unspecified)
    i	-3	i	i	i	6	1	i	3	·	i
CCC(CC)C(=O)Nc1ccc(C)cc1O
    i	1	i	i	i	-6	-1	i	0	-4	i

# Shown as a hit in KCNQ1 act, among the entries above:
compound	KCNK3 inh	KCNK9 inh	KCNQ1 block	PolyA inh	HDAC3 inhib	GSK3 alpha inh	KCNQ1 act	GSK3B inh	DYRK1A inh
COCCn1c(=S)[nH]c2sc3c(c2c1=O)CCC(C)C3 (stereo unspecified)	i	i	i	i	-1	-2	60*	0	12

# Record cards, from the list above.
# COC(=O)c1c(C)n(-c2ccccc2)c2ccc(O)cc12 across the screens: KCNK3 inh: i; hERG rescue: -14; KCNK9 inh: i; KCNQ1 block: i; PolyA inh: i; HDAC3 inhib: -1; GSK3 alpha inh: -2; KCNQ1 act: i; GSK3B inh: 1; DYRK1A inh: 0; RGS4 pot: i
# N#Cc1ccc(Cn2ccnc2C(=O)Nc2ccccc2)cc1 across the screens: KCNK3 inh: i; hERG rescue: -1; KCNK9 inh: i; KCNQ1 block: i; PolyA inh: i; HDAC3 inhib: 3; GSK3 alpha inh: 13; KCNQ1 act: i; GSK3B inh: -3; DYRK1A inh: 0; RGS4 pot: i

# The list continues.
SMILES	KCNK3 inh	hERG rescue	KCNK9 inh	KCNQ1 block	PolyA inh	HDAC3 inhib	GSK3 alpha inh	KCNQ1 act	GSK3B inh	DYRK1A inh	RGS4 pot
CC(C)OC(=O)c1cc(C(=O)c2cc(Cl)ccc2O)coc1=N	i	-9	i	i	i	2	-3	i	1	0	i
COc1ccc(OC)c(N(CC(=O)NCCSCc2ccc(C)cc2)S(C)(=O)=O)c1	i	-10	i	i	i	0	0	i	4	-2	i
CCOc1ccc(C2=CSC3=NCCN23)cc1[N+](=O)[O-]	i	-6	i	i	i	0	0	i	-27	0	i
COc1ccc(NC(=O)c2ccc3ccccc3c2)cc1NS(=O)(=O)c1ccc(F)cc1	i	-8	i	i	i	0	3	i	-19	-2	i
CCC(Oc1ccccc1)C(=O)N(C)CC(=O)N(CC(C)C)c1c(N)n(CC(C)C)c(=O)[nH]c1=O (stereo unspecified)	i	-13	i	i	i	3	-4	i	2	0	i
Cc1nc2c3ccccc3nc(NNC(=O)CCC(=O)NCCN3CCN(c4ccccc4)CC3)n2n1	i	-8	i	i	i	5	-1	i	2	·	i
COc1ccccc1NC(=S)N1CCC(NC(=O)C23CC4CC(CC(C4)C2)C3)CC1	i	-17	i	i	i	2	-1	i	0	-1	i
Cc1ccc(NC(=O)CN(C)C(=O)/C=C/c2cccs2)cc1	i	-1	i	i	i	6	1	i	-1	-10	i
O=C(/C=C/c1ccccc1)N/C(=C/c1ccccc1)C(=O)Nc1ccccc1O	i	-12	i	i	i	4	1	i	1	1	i
O=C(NCCc1ccc(C(F)(F)F)cc1)C1CCC(=O)N(CCCc2ccccc2)C1 (stereo unspecified)	i	-7	i	i	i	6	-2	i	-3	0	i
O=C1CCN(c2ncccc2[N+](=O)[O-])CC1	i	-5	i	i	i	-4	2	i	1	6	i
Cc1cccc(NC(=O)CCS(=O)(=O)c2ccccc2)c1	i	-4	i	i	i	-3	-1	i	1	-1	i
Cc1onc(-c2ccccc2)c1C(=O)Nc1sc2c(c1C(N)=O)CCC2	i	-15	i	i	i	6	·	i	0	11	i
O=C(O)CSc1cc(NS(=O)(=O)c2ccc(Cl)cc2)c2ccccc2c1O	i	-6	i	i	i	-4	10	i	7	5	i
O=C(CSc1nc2ccccc2c(=O)n1Cc1ccc(C(=O)NC2CC2)cc1)NCc1ccco1	i	-8	i	i	i	-2	3	i	0	·	i
O=C(NCCCO)/C(=C\C=C\c1ccccc1)NC(=O)c1ccccc1Cl	i	0	i	i	i	5	-2	i	-2	-4	i
CSCCC(NC(=O)c1ccccc1Cl)C(=O)N1CCN(c2ccccn2)CC1 (stereo unspecified)	i	-12	i	i	i	-8	-4	i	-3	2	i
CC(=O)Nc1ccc(-c2csc(N/N=C(/C)c3ccccc3)n2)cc1	i	-8	i	i	i	6	-4	i	0	-12	i

# Bioassay records: PubChem, several laboratories
